# Bioassay records from PubChem.
# RAD54 inh: inhibitors of human RAD54 branch migration, primary screen, biochemical, fluorescence, single point; DNA repair and recombination protein RAD54-like (Homo sapiens), Q92698; RAD54 Holliday junction branch migration, FAM/BHQ fluorescence; inhibition, % at 10.4 µM; 0.14% of 360,000 active;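 active = mean normalized replicate activity at least 40 and at least half of replicates scoring 40 or more; inconclusive = only one of the two criteria met; inactive = mean below 40 and under half of replicates reaching 40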;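 also: 0% = median of neutral control wells and 100% = median of positive control wells; inhibitors cause a drop in the FAM fluorescence signal; in these data hits start at about 50%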
# Target sequence (Q92698 whole entry, looked up): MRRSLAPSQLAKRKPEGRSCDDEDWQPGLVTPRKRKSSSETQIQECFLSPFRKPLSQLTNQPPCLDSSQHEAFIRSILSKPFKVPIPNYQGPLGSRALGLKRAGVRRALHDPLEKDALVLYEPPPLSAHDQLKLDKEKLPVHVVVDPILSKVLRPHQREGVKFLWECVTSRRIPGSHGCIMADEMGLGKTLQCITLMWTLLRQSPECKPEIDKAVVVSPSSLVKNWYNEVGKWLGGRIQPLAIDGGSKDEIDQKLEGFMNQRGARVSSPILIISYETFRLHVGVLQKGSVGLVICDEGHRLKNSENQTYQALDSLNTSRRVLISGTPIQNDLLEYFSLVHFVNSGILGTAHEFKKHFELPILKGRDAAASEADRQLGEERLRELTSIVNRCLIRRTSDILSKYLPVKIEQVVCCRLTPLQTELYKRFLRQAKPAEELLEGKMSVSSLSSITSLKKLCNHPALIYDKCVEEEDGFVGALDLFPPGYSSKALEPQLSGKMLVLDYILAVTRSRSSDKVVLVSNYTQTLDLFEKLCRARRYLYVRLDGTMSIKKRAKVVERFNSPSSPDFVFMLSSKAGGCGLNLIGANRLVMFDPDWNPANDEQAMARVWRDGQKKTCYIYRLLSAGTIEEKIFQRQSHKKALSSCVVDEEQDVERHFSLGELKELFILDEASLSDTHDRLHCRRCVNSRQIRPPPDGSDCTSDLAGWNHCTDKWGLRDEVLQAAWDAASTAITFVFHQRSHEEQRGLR
# E-sel inducer: E-selectin induction in HUVECs, primary screen, imaging, HUVEC, immunofluorescence imaging, single point; P16581; normalized: neutral wells 0, TNF-alpha wells 100; activation, % at 7.58 µM; 0.37% of 260,000 active; AID 686992, 2013;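 active = mean E-selectin-positive cell signal at least 10% of the positive control, reached in at least 60% of replicates, without over 20% cell loss; inconclusive = no rule given, readout overlaps actives, possibly toxicity-flagged; inactive = the rest, including those meeting only one limit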;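 also: in these data hits start at about 27%; measured in HUVEC primary endothelial cells; signal is the percent of cells scored E-selectin positive by PE staining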
#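 System: HUVEC / Compound: single concentration / Signal: immunofluorescence imaging / Read-out: percent E-selectin-positive cells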
# RAD52 anneal inh: RAD52 DNA annealing inhibitors, primary screen, biochemical, FRET, single point, set 2; recombinant RAD52 DNA annealing, FRET fluorescence; inhibition, % at 18.7 µM; 0.46% of 360,000 active; AID 651710, 2012;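 active = every replicate showing at least 50% inhibition; inconclusive = mean inhibition at least 50% but not in every replicate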
# FN deposition inh: inhibitors of fibronectin matrix deposition, primary screen, AH1F cells, Alexa488-fibronectin fluorescence, plate reader. AH1F fibroblasts, overnight. inhibition, % at 12.6 µM. 0.086% of 350,000 active. AID 743247, 2014;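 active = mean inhibition across replicates of 30% or more, regardless of how many single replicates reach that level; inconclusive = mean under 30% yet at least half of replicates reach 30%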;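 also: positive control wells lacked labelled fibronectin entirely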
#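 Material – AH1F fibroblast monolayer, labelled fibronectin deposition · Reagent – labelled fibronectin 24 nM · Timing – 1 h adhesion, overnight exposure · Measured by – fluorescence at 485 nm excitation, 525 nm emission · Read-out – inhibition of fibronectin deposition signal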
# EWS-Fli block: EWS/Fli-driven NR0B1 reporter inhibitors, primary screen, A673 cells, NR0B1 luciferase, luminescence, MLPCN library; viability-normalised; inhibition, % at 12.6 µM; 0.67% of 350,000 active;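 active = mean inhibition of at least 50% after viability correction, with every replicate also passing that limit; inconclusive = mean reaches 50% but only one of two replicates passes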;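 also: firefly luciferase signal divided by Alamar Blue viability fluorescence both relative to DMSO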
# Xi reactivation: activators of inactive X chromosome reactivation, primary screen, imaging, XiGFP fibroblasts, GFP high-content imaging, set 2 | AID 743238, 2013 | XiGFP mouse fibroblasts, % GFP-positive cells imaging, 3 d; cells co-treated with 5-aza-dC sensitizer; scaled so ellipticine positive control = 100% | 0.055% of 360,000 active | activation, % at 7.58 µM;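 active = mean normalized replicate activation at least 10% and every replicate at or above 10%; inconclusive = only one of the two criteria met; inactive = mean below 10% and not all replicates reach 10%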;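 also: 0% = median of on-plate neutral control wells and 100% = ellipticine 6 µM median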
#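 Assay system: SV40-immortalized XiGFP fibroblast cells, line 68-5-11; buffer or medium: DMEM plus 5-aza-dC sensitizer; compound: one concentration, pinned; timing: compounds 3 days, fix/stain 15 min at room temperature; benchmarks: positive control ellipticine, 6 µM final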
# esBAF inh: Bmi1 luciferase reporter increase in mESCs, primary screen, esBAF inhibitor project, mouse ES cells, Bmi1 luciferase knock-in, single point; 24 h; 100% = twice the neutral-well signal; reporter increase, % at 12.5 µM; 2% of 350,000 active; AID 602393, 2012; in the data active = activation above about 40%; inconclusive = no clear call, values can overlap the other calls;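 also: 0% = median of the plate's neutral control wells and 100% = double that signal; a rise in the Bmi1 reporter signal indicates esBAF inhibition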
# S100A4 MyoIIA: inhibitors of S100A4-myosin IIA peptide binding, primary screen, biochemical, fluorescence polarization, TAMRA-MyoIIA peptide | Protein S100-A4 (Homo sapiens), P26447 | inhibition, % at 10.7 µM | 0.14% of 360,000 active | AID 652163, 2013;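 active = mean inhibition of at least 70% across replicates, with every replicate also reaching that level; inconclusive = mean inhibition reaches 70% but some replicates fall short; inactive = mean inhibition below 70%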
# Target sequence (P26447 whole entry, looked up): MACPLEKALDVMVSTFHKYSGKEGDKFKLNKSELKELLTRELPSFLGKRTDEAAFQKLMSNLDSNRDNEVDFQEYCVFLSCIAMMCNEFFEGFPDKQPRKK
#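 Material: S100A4 monomer protein / Buffer or medium: 50 mM HEPES pH 7.2, 10 mM CaCl2, 100 mM KCl / Times: 5 min incubation before reading / Benchmarks: neutral control DMSO, positive control TFP / Reagent: labelled myosin peptide probe, 5 nM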
# * = called active by the depositor; ? = inconclusive; . = not tested or not shown; & = joins results of further samples.
# Every second line gives: RAD54 inh, E-sel inducer, RAD52 anneal inh, FN deposition inh, EWS-Fli block, Xi reactivation, esBAF inh, S100A4 MyoIIA
> NS(=O)(=O)c1ccc(CCNC(=O)CSc2nc3ccccc3c3nc(CCN4CCCCC4)nn23)cc1
  ., -0.4, -22, 1, 6, 0.3, ., -6
> CO[C@H]1CN(C)C(=O)c2cc(NS(=O)(=O)CC(F)(F)F)ccc2OC[C@@H](C)N(CC2CCCCC2)C[C@@H]1C
  0, 0.0, 1, 1, 7, 0.0, -1, -3
> OCC1OC2C(NC(=S)N2c2ccccc2)C(O)C1O (stereo unspecified)
  ., -0.4, 0, ., -4, 0.3, ., -3
> CCN(C(=O)COC(=O)/C(=C/c1ccccc1)n1nnnc1C)C1CCCCC1
  1, 1.8, 5, 9, 16, 2.9, 19, -5
> CC(=O)N1CCN(S(=O)(=O)c2cccc(C(=O)NNC(=O)COc3c(C)cccc3C)c2)CC1
  10, 1.4, -16, -3, -3, -0.1, ., -7
> CCc1ccccc1OCC(=O)N1CCN(c2ncccn2)CC1
  -1, -0.1, -11, 8, 2, 0.1, 0, -5
> COc1ccc(S(=O)(=O)Nc2ccc3c(c2)C(=O)N([C@@H](C)CO)C[C@@H](C)[C@H](CN(C)C)OCCCC[C@@H](C)O3)cc1
  4, 0.6, -18, 0, ., 0.3, ., 21
> COc1ccc2[nH]c(=O)c(CNC3CCCCC3)cc2c1
  7, ., ., -4, ., ., 5, -7
> O=C(CN(C(=O)c1csnn1)c1cccc(Cl)c1)NCCc1ccccc1
  5, 0.4, -2, -1, -6, -0.1, 5, -2
> C[C@@H]1CN([C@@H](C)CO)C(=O)c2cc(C3=CCCCC3)cnc2O[C@@H]1CN(C)Cc1cccc(F)c1
  1, 0.9, 6, 2, -9, -0.1, 0, 10
> O=C(Cn1nnc(-c2ccccc2)c1COc1ccc2ccccc2c1)NCC1CC1
  16, -0.4, -27, 0, -3, 0.0, 7, 0
> COc1ccc(NC(=O)COc2cccnc2[N+](=O)[O-])cc1OC
  -3, -0.2, -8, -5, 2, 0.0, 5, -7
> N=c1c2c(-c3ccccc3)c(-c3ccccc3)n(Cc3ccco3)c2ncn1CCO
  -4, ., -12, ., ., ., -5, 0
> COc1cccc(CNc2nc3cc(-c4ccc(C)cc4)sc3c(=O)n2C)c1OC
  -6, 0.0, -6, 5, -72, 0.1, 54*, 0
> C[C@H]1CN([C@@H](C)CO)C(=O)c2cc(NC(=O)Cn3cnnn3)ccc2O[C@H]1CN(C)Cc1ccc2c(c1)OCO2
  9, 7.7, -20, ., 0, 0.1, 2, -7
> Cc1ncc([N+](=O)[O-])n1CC(=O)Nc1cccc(C(F)(F)F)c1
  -3, 4.6, -2, 5, 3, 0.1, 1, 2
> CN(C)c1cccc(C(=O)NCc2ccc(Cl)cc2)c1
  ., ., -26, 7, -8, 0.0, ., 8
> Cc1noc(C)c1NC(=O)Nc1ccc2c(c1)C(=O)N([C@H](C)CO)C[C@@H](C)[C@@H](CN(C)Cc1ccc3c(c1)OCO3)O2
  0, ., 10, ., -1, 0.1, 2, 22
> c1cn2c(-c3ccoc3)cncc2n1
  -9, -0.1, -26, -4, -3, 0.1, -7, 12
> CC(C)(C)NC(=O)NC(=O)COC(=O)Cc1c(F)cccc1Cl
  -4, 2.4, -12, 9, -3, 0.0, -2, 0
> COc1ccc(NC(=O)CN(C)CC(=O)N(CC(C)C)c2c(N)n(CC(C)C)c(=O)[nH]c2=O)cc1
  -7, 1.6, -34, -3, 0, 0.0, -5, -1
> COc1ccc(S(=O)(=O)N(C)C[C@H]2OCCCC[C@@H](C)Oc3ccc(NC(=O)NC(C)C)cc3C(=O)N([C@@H](C)CO)C[C@H]2C)cc1
  2, -0.1, -30, ., -2, ?, -1, 13
> O=S(=O)(c1ccccc1)[C@@]1(c2ccccc2)C[C@@H]2ON=C(c3cccc(Br)c3)[C@@H]2C1
  -11, 1.4, -3, 11, 18, 0.0, 1, -4
> C[C@@H]1CN([C@@H](C)CO)C(=O)c2cc(C#CC3(O)CCCC3)cnc2O[C@@H]1CN(C)C(=O)C1CCCCC1
  3, -0.1, 7, ., 4, 0.5, -3, -15
> CO[C@H]1CN(C)C(=O)c2cc(NC(=O)Nc3ccc(Cl)c(Cl)c3)ccc2OC[C@@H](C)NC[C@H]1C
  31, -0.1, 52*, -7&7, 3, 0.1&-0.4, -10, .
> COC(=O)C1=C(C)N(C)C(=NCc2ccc(OC)cc2)NC1c1ccccc1C(F)(F)F (stereo unspecified)
  ., 0.2, -13, 10, -14, 0.3, ., -14
> CN(C)C(=O)C[C@@H]1CC[C@@H]2[C@H](COC[C@H](O)CN2C(=O)C2CCCC2)O1
  0, 0.3, ., 0, -5, -0.1, -2, .
> O=C(C[C@H]1C[C@@H]2c3cc(NC(=O)NC4CCCC4)ccc3O[C@@H]2[C@@H](CO)O1)NCc1cc(F)ccc1F
  -27, 3.3, ., -20, 6, 0.0, 1, .
> CCC(C)NC(=O)CCc1nc2ccccc2n1-c1ccccc1 (stereo unspecified)
  3, -0.1, 4, -1, 5, 0.1, -7, -3
> COc1ccccc1C(=O)Nc1ccc2c(c1)C(=O)N(C)[C@H]1CC[C@H](CC(=O)Nc3cccc(C(C)C)c3)O[C@@H]1CO2
  2, -0.2, 4, 12, 9, 0.0, 9, 8

# The results go on:
# Every second line gives: RAD54 inh, E-sel inducer, RAD52 anneal inh, FN deposition inh, EWS-Fli block, Xi reactivation, esBAF inh, S100A4 MyoIIA
> CCn1c(=O)c2cc(C(=O)N(C)c3ccccc3F)sc2c2ccccc21
  2, ., -2, 6, 6, -0.3, ., -4
> Cc1ccc(-c2nc(N)sc2-c2ccc(C)cc2)cc1
  ., -1.5, -17, ., 14, 0.2, ., -6
> Cc1nc2ccccc2n1CC(=O)NC(C)C1CC2CCC1C2 (stereo unspecified)
  ., 0.4, -39, -9, 14, 0.0, ., -3
> COc1ccccc1-c1ccc([C@H]2[C@@H](CO)N[C@@H]2CNC(=O)C2CCCC2)cc1
  ., 0.0, -30, ., ., 0.0, ., 4
> C=CC#CC1(O)CC(C)N(C)CC1C (stereo unspecified)
  ., 0.9, -5, -5, -8, 0.1, ., 0
> C[C@H](CO)N1C[C@H](C)[C@@H](CN(C)C(=O)NC2CCCCC2)Oc2ccc(NC(=O)C3CC3)cc2C1=O
  6&-3, -0.1&0.2, 0&-1, -12, -3&-5, -0.4&-0.1, 7&2, 6&11
> CCC(=O)N(C)C[C@H]1Oc2cc(C#CC(C)C)ccc2S(=O)(=O)N([C@H](C)CO)C[C@@H]1C
  4, -0.1, 4, ., 4, -0.9, 4, 2
> N#CCc1ccc(NS(=O)(=O)c2ccc(N3CCCC3=O)cc2)cc1
  -6, ., -8, 2, 4, 0.1, 2, 2
> Cc1cccc(NC(=O)COC(=O)[C@@H]2CCCN2C(=O)c2cccs2)c1
  15, 0.3, -19, 3, 0, 0.0, -4, -4
> CCS(=O)(=O)Nc1ccc2c(c1)C(=O)N(C)[C@@H]1CC[C@H](CC(=O)N[C@H]3CCN(Cc4ccccc4)C3)O[C@H]1CO2
  2, 0.0, -6, -3, 3, 0.0, 2, 6
> C[C@@H]1CCCCO[C@@H](CN(C)C(=O)c2ccncc2)[C@H](C)CN([C@@H](C)CO)C(=O)c2cc(NS(=O)(=O)c3ccccc3)ccc2O1
  9, 0.0, 3, ., -9, -1.2, 2, -1
> C[C@H](CO)N1C[C@H](C)[C@H](CN(C)S(=O)(=O)c2cccs2)Oc2c(NS(=O)(=O)c3cccs3)cccc2C1=O
  -16, 0.0, -16, ., 5, 0.0, 5, -2
> Cc1[nH]nc(S(=O)CC(=O)O)c1[N+](=O)[O-] (stereo unspecified)
  ., ., -12, 6, 22, 0.1, ., -14
> Cc1cccn2c(=O)c(C=O)c(Cl)nc12
  ., 0.2, -40, -2, 18, -0.1, ., -5
> COc1cc(C(=O)Nc2ccc(N3CCCS3(=O)=O)cc2)c([N+](=O)[O-])cc1OC
  -3, 0.0, -5, 1, -2, 0.0, -2, -4
> COC(=O)c1c(NC(=O)Cc2ccccc2)sc2c1C(C(=O)OC)CC2 (stereo unspecified)
  -2, -0.1, -25, 2, -3, 0.0, -3, 3
> C[C@@H]1CN([C@H](C)CO)C(=O)c2cccc(NC(=O)C3CCCCC3)c2O[C@H]1CN(C)Cc1ccc(Cl)c(Cl)c1
  0, 0.0, 20, -1, 6, 0.5, -3, 9
> CNC[C@H]1Oc2ccc(NS(=O)(=O)c3cn(C)cn3)cc2C(=O)N([C@@H](C)CO)C[C@@H]1C
  -1, -4.8, -3, ., -2, 0.4, -3, 0
> CS(=O)(=O)N1CCCCC1c1cc(C(=O)NCc2ccc(F)cc2)no1 (stereo unspecified)
  -3, 0.0, 4, 3, -1, 0.1, 3, -5
> O=C(OCC(=O)N1CCc2ccccc21)c1ccc[nH]c1=O
  ., 0.4, -5, 13, -8, 0.0, ., 0
> c1ccc(-c2ncnc3ccccc23)cc1
  ., 0.2, -6, -4, -2, 0.7, ., 10

# Of the compounds above, 6 contain a Cl atom:
# Every second line gives: RAD54 inh, E-sel inducer, RAD52 anneal inh, FN deposition inh, EWS-Fli block, Xi reactivation, esBAF inh, S100A4 MyoIIA
> O=C(CN(C(=O)c1csnn1)c1cccc(Cl)c1)NCCc1ccccc1
  5, 0.4, -2, -1, -6, -0.1, 5, -2
> CN(C)c1cccc(C(=O)NCc2ccc(Cl)cc2)c1
  ., ., -26, 7, -8, 0.0, ., 8
> CC(C)(C)NC(=O)NC(=O)COC(=O)Cc1c(F)cccc1Cl
  -4, 2.4, -12, 9, -3, 0.0, -2, 0
> CO[C@H]1CN(C)C(=O)c2cc(NC(=O)Nc3ccc(Cl)c(Cl)c3)ccc2OC[C@@H](C)NC[C@H]1C
  31, -0.1, 52*, -7&7, 3, 0.1&-0.4, -10, .
> Cc1cccn2c(=O)c(C=O)c(Cl)nc12
  ., 0.2, -40, -2, 18, -0.1, ., -5
> C[C@@H]1CN([C@H](C)CO)C(=O)c2cccc(NC(=O)C3CCCCC3)c2O[C@H]1CN(C)Cc1ccc(Cl)c(Cl)c1
  0, 0.0, 20, -1, 6, 0.5, -3, 9
